Compound activity from PubChem.
KOR beta-arrestin-1 = KOR agonists, beta-arrestin recruitment, primary screen, cell-based, luminescence, uHTS (AID 1777). Kappa-type opioid receptor (Homo sapiens). KOR beta-arrestin recruitment, luminescence; higher % means a stronger effect. activation, % at 10 µM, or EC50 in µM where a hit was titrated. 280,000 compounds, 0.02% hits; in the data active = activation above about 50%, passing the limit was not always enough; also: a part of the inactive calls stands beside numbers as strong as those of hits
NOD2 inhibition = NOD2 signaling inhibitors, cell-based, luminescence, uHTS, HEK293 (AID 1566); 290,000 compounds, 0.63% hits; HEK293 NOD2/NF-kB luciferase reporter, luminescence; higher % means a stronger effect; inhibition, % at 4 µM; hits with a dose series show EC50 in µM; also: many of its hits are not listed in these tables
KOR beta-arrestin-2 = KOR antagonists, beta-arrestin recruitment, cell-based, luminescence, uHTS (AID 1778); 290,000 compounds, 0.091% hits; inhibition, % at 10 µM; hits with a dose series show IC50 in µM; Kappa-type opioid receptor (Homo sapiens); KOR beta-arrestin recruitment, luminescence, antagonist mode; higher % means a stronger effect; also: strong numbers were not always called active
HIV fusion peptide = inhibitors of HIV fusion peptide binding, primary screen, biochemical, uHTS, fluorescence dequenching (AID 1986); one-dose inhibition, % at 20 µM; IC50 in µM for titrated hits; 290,000 compounds, 0.3% hits; cell-free peptide binding, fluorescence dequenching, 30 min; higher % means a stronger effect; in the data active = inhibition mostly above about 52%, no sharp cut-off; inactive = mostly below about 76%; also: some results filed as inactive read as strong as hits
NOD1 NF-kB reporter = NOD1 signaling inhibitors, primary screen, cell-based, luminescence, uHTS (AID 1578) | 290,000 compounds, 1% hits | NOD1-driven NF-kB luciferase reporter cells, luminescence; higher % means a stronger effect | one-dose inhibition, % at 4 µM; EC50 in µM for titrated hits; in the data active = inhibition mostly above about 36%, no sharp cut-off; inactive = mostly below about 34%;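 also: HEK-293T reporter cells stimulated with the NOD1 agonist gamma-tri-DAP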
Yfh1-off respiration = enhancers of respiration in Yfh1-depleted yeast, dose response, Friedreich's ataxia, plus single-dose screen (AID 1465). fold induction at 50 µM, or EC50 in µM where a hit was titrated. 220,000 compounds, 0.074% hits. S. cerevisiae Yfh1-off respiration, WST-1 reduction, 72 h; higher fold induction means a stronger effect;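 active = fold induction of absorbance versus untreated yeast above a set limit, then at least 30% activation at any dose in follow-up; inconclusive = repeats straddling the limit, or above it without dose testing; inactive = fold induction below the set limit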;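 also: activators that raise dye reduction in frataxin-depleted yeast; strong numbers were not always called active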
NS5 inhibitors = Dengue-2 NS5 methyltransferase inhibitors, primary screen, biochemical, confirmation dose response (AID 588689); Dengue-2 NS5 methyltransferase capping enzyme assay, biochemical; higher % means a stronger effect; 340,000 compounds, 0.3% hits; Genome polyprotein (Dengue virus type 2 (strain 16681-PDK53)); inhibition, % at 25 µM, or IC50 in µM where a hit was titrated; in the data active = a potency from the dose series; inconclusive = inhibition above about 29% without an active follow-up result
West Nile antiviral = West Nile virus antiviral activity, cell-based, CPE readout (AID 1621); West Nile virus-infected cells, CPE inhibition; higher % means a stronger effect; CPE inhibition, % at 10 µM, or IC50 in µM where a hit was titrated; 290,000 compounds, 0.02% hits; in the data active = a potency from the dose series; inconclusive = CPE inhibition mostly from about 3.7% at the one dose, without a potency; inactive = the rest, 99 in 100 with CPE inhibition below about 2.2%; also: strong numbers were not always called active
AID2073 = inhibitors of Mint1-CaV2.2 protein interaction, biochemical, HTRF (AID 2073); Voltage-dependent N-type calcium channel subunit alpha-1B (Homo sapiens); HTRF protein-protein interaction, Mint1-CaV2.2; higher % means a stronger effect; one-dose inhibition, % at 20 µM; IC50 in µM for titrated hits; 290,000 compounds, 0.19% hits; in the data active = inhibition mostly above about 51%, no sharp cut-off; inconclusive = no clear call, values can overlap the other calls; inactive = mostly below about 53%; also: some results filed as inactive read as strong as hits
NS5 inhibitors pilot replicate = also measured in NS5 inhibitors; calls as there; inhibition, %; measured here: pilot screen replicate inhibition
* marks the source's active call; other numbers are inactive results; i = inactive; ? = inconclusive; . = no result given; [ ] = dose if it differs, or a comment. Rule as the data show it, unless noted: active = inhibition above about 50%; inactive = the rest. This is a subset. The share of hits here may be higher or lower than overall.

SMILES	KOR beta-arrestin-1	NOD2 inhibition	KOR beta-arrestin-2	HIV fusion peptide	NOD1 NF-kB reporter	Yfh1-off respiration	NS5 inhibitors	West Nile antiviral	AID2073	others
O=C(NCc1ccccc1)C1CCN(C(=O)NCc2ccccc2)CC1	6.5%	21%	-12%	1.5%	-10%	i	-4%	-0.8%	-2%
O=C(O)c1cc(-c2ccc(/C=C3\NC(=O)N(c4ccc(Cl)cc4)C3=O)o2)ccc1Cl	-6.6%	25%	-16%[20 µM]	23µM*	-6%	i	14%	0.0%	41%
O=c1[nH]c2cc(Cl)c([N+](=O)[O-])nc2[nH]1	-5.3%	15%	8%	1.7%	16%	i	-4%	-0.4%	2%
CC(=O)N1c2ccc(S(=O)(=O)N3CCC(C(=O)NCc4ccc(Cl)cc4)CC3)cc2CC1C (configuration not stated)	5.2%	9%	-33%	0.5%	20%	.	24%	-0.6%	-5%
CC1CC(=O)N(CC(=O)NCc2ccc(F)cc2)c2ccccc2S1(=O)=O (configuration not stated)	0.8%	10%	21%	-0.8%	-11%	.	1%	-0.1%	1%
O=C(NCc1ccc2c(c1)OCO2)Nc1ccc2ccccc2c1	2.2%	-22%	12%	0.8%	-15%	i	.	-0.1%	19%
COc1ccc(S(=O)(=O)N2CCCCC2)cc1C(=O)Nc1cc(C)on1	-5.3%	9%	-31%	0.0%	-8%	.	3%	0.2%	-1%
N#CCSc1nnc(N)s1	3.3%	-8%	1%	-0.6%	4%	i	-4%	0.3%	5%
CC(=O)c1cc2c(cc1NC(=O)c1cccc(S(=O)(=O)N3CCN(C)CC3)c1)OCO2	-6.6%	8%	-27%[20 µM]	-2.3%	-23%	i	0%	-0.5%	14%
CC(=O)Nc1nnc(CCS(=O)(=O)c2ccc(C)c(C)c2)s1	.	1%	-28%[20 µM]	-0.7%	-28%	i	-3%	-0.2%	-11%
COc1ccccc1N1CCN(CCC(=O)Nc2cccc(Cl)c2)CC1	-5.4%	-8%	0%	-0.7%	-7%	.	-6%	-0.8%	11%
C[C@H](Nc1ncnc2sc3c(c12)CCC3)C(=O)O	-0.1%	10%	9%	-0.3%	-15%	.	3%	.	3%
CCCCCN(C(=O)CCC(=O)OCC(=O)c1cccc(OC)c1)c1c(N)n(CCCC)c(=O)[nH]c1=O	1.3%	15%	2%	-0.6%	-8%	.	2%	0.2%	7%
Cc1cc(N2CCN(C)CC2)nc2ccc(NC(=O)CCC(=O)NCCCOC(C)C)cc12	-4.5%	3%	-12%	-2.0%	-12%	.	3%	-0.6%	-12%
Cc1cc(C)cc(N(CCC(=O)Nc2nnc(C3CC3)s2)S(=O)(=O)c2ccc(Cl)cc2)c1	4.3%	-21%	-38%	1.7%	22%	i	-8%	-1.5%	2%
CCCCN(CCCC)C(=O)CN(C)S(=O)(=O)c1ccc2c(c1)n(C)c(=O)c(=O)n2C	6.9%	22%	-4%	0.2%	-15%	i	-2%	.	5%
Cc1ccc(-c2noc(CNCCCN(C)C)n2)cc1	4.6%	5%	-2%	0.1%	4%	i	1%	-0.6%	2%
O=C(c1nc2ccc(Cl)cn2c1CNCCn1ccnc1)N1CCCCCCC1	.	-19%	22%[20 µM]	1.6%	-8%	i	-1%	-0.1%	-3%
COc1ccc(-c2nc(-c3ccccc3OC)no2)cc1OC	11%	-52%	25%	-1.3%	-52%	i	7%	1.1%	6%
COC(=O)c1ccccc1NC(=O)c1ccccc1N(C)S(=O)(=O)c1ccccc1	-1.1%	7%	38%	0.9%	15%	i	-3%	-1.2%	?
CCCCn1c(NC(=O)C2CCCCC2)nc2ccccc21	1.2%	14%	-27%	-1.3%	41%	i	-9%	-0.5%	-4%
Cc1cc(C)n(CC(O)Cn2c(C)c(C)c3ccccc32)n1 (configuration not stated)	-1.7%	-1%	4%	2.3%	-32%	i	-14%	-0.5%	-13%
CSCCC(=O)N1CCCC(N(C)CCc2ccccc2)C1 (configuration not stated)	-0.4%	9%	24%	-1.3%	-3%	.	-5%	-0.6%	10%
O=C(O)c1ccc(/C=C/c2ccc3cccc(O)c3n2)cc1	3.9%	-80%	-19%	63%	-52%	i	.	1.0%	18%
O=C(O)c1ccc(Cl)c(NCc2cccs2)c1	-3.4%	8%	-8%	-0.3%	-30%	.	5%	-0.4%	-1%
Cc1ccc(C(=O)Nc2sc(C)c(C)c2C(=O)c2ccccc2)cc1	-4.4%	14%	-1%	0.2%	-10%	i	-3%	-0.6%	-6%
COc1ccc(C(=O)OCC(=O)NC(=O)NC(C)C)cc1OC	-2.8%	-2%	21%	-1.1%	-32%	i	-12%	1.4%	8%
CCOC(=O)Cn1cc(/C=C(\C#N)C(=O)N2CCOCC2)c2ccccc21	4.3%	9%	21%	-0.9%	-9%	i	5%	0.3%	3%
CCc1ccc2[nH]c(=O)c(CN(CCCN3CCOCC3)C(=O)Nc3cccc(Cl)c3)cc2c1	2.3%	-10%	-12%	-2.6%	-42%	i	-1%	0.1%	-2%
CC(CCc1ccccc1)NC(=O)/C=C/c1ccc(F)cc1 (configuration not stated)	9.2%	-7%	-36%	-0.8%	25%	i	.	-1.1%	-4%
COc1cccc(NC(=O)CSc2nc3ccccc3c(=O)n2CCCC(=O)N2CCCC2)c1	5.8%	7%	5%	-0.1%	-15%	i	-11%	-0.7%	6%
Cc1cc(Nc2cccc(Cl)c2Cl)n2ncnc2n1	7.1%	6%	-12%[20 µM]	2.1%	2%	.	3%	-1.5%	6%
CCOC(=O)/C=c1\s/c(=C\c2ccc(-c3ccccc3)cc2)c(=O)n1CC(=O)NCc1ccc2c(c1)OCO2	4.9%	-17%	-25%	2.3%	-50%	i	-16%	-0.1%	14%
O=C(Nc1ccc(N2CCCC2)cc1)C(Cl)c1ccccc1 (configuration not stated)	3.2%	-23%	-21%	1.2%	-44%	i	50%	0.1%	-47%
Cc1sc(NC(=O)c2ccco2)c(CN2CCN(c3ccc(F)cc3)CC2)c1C	11%	-250%	-3%	1.3%	-2%	i	4%	-0.4%	17%	NS5 inhibitors pilot replicate=0.0
O=C(Nc1ccc2nc(-c3cccnc3)[nH]c2c1)C1CCCCC1	0.4%	-26%	-23%	2.1%	-33%	i	2%	0.3%	7%
COc1ccc(NC(=O)CCC(=O)NCc2ccco2)c([N+](=O)[O-])c1	-4.5%	2%	-10%[20 µM]	7.4%	-9%	.	-5%	-0.3%	3%	NS5 inhibitors pilot replicate=-6.7
COc1ccc(S(=O)(=O)n2ccc(-c3ccc4c(c3)CCC(C)(C)O4)n2)cc1	-0.7%	-11%	-6%	1.6%	-3%	i	.	1.2%	7%
CCC(CC)c1nnc(NC(=O)c2cc([N+](=O)[O-])ccc2N2CCCCC2)s1	-0.5%	-4%	28%	-1.6%	6%	i	-4%	-1.4%	-6%
COc1ccc(C[C@H]2CN3C(=NC[C@@H]3C(C)C)N2CCNC(=O)c2ccc(C)c(Br)c2)cc1	-1.3%	-7%	28%	-0.5%	-15%	i	-3%	-1.6%	12%

The closing 2 entries of the part before lead into the next:
SMILES	KOR beta-arrestin-1	NOD2 inhibition	KOR beta-arrestin-2	HIV fusion peptide	NOD1 NF-kB reporter	Yfh1-off respiration	NS5 inhibitors	West Nile antiviral	AID2073	others
CCC(CC)c1nnc(NC(=O)c2cc([N+](=O)[O-])ccc2N2CCCCC2)s1	-0.5%	-4%	28%	-1.6%	6%	i	-4%	-1.4%	-6%
COc1ccc(C[C@H]2CN3C(=NC[C@@H]3C(C)C)N2CCNC(=O)c2ccc(C)c(Br)c2)cc1	-1.3%	-7%	28%	-0.5%	-15%	i	-3%	-1.6%	12%
O=C(c1ccccc1)c1cc(-c2ccccn2)c(N2CCOCC2)s1	-0.9%	2%	22%	0.6%	-23%	i	-4%	1.8%	7%
CCOc1ccccc1NCc1cc(=O)oc2cc(C)c(O)cc12	-7.4%	26%	8%	-1.9%	-1%	.	-6%	-1.0%	2%
Cc1nn(CC(=O)N2CCCCCC2)c(=O)c2cc3occc3n12	-0.1%	3%	-11%	-0.9%	-16%	.	-14%	-0.2%	9%
Cc1ccc(NC(=O)CC2(CC(=O)O)CCCC2)c(C)c1	-3.6%	1%	13%	0.9%	-10%	.	3%	-0.2%	-22%
CCNC(=O)CC1C(=O)N(C)C(=S)N1NC(=O)c1ccc(Cl)cc1 (configuration not stated)	-4.9%	23%	25%	164%	11%	i	-4%	0.3%	-6%
CC1(C)Cc2ccccc2-c2nc(NN)[nH]c(=O)c21	6.0%	-51%	34%	-1.7%	-3%	.	-3%	0.4%	11%
O=Cc1c(N2CCN(c3cccc(Cl)c3)CC2)nc2ccccn2c1=O	0.7%	6%	5%	1.7%	-8%	i	4%	0.3%	-2%
Cc1nn(C)c(Oc2ccccc2)c1CCNC(=O)CC(C)C	3.4%	14%	-46%[20 µM]	-0.2%	-13%	i	10%	-1.8%	-10%
CCCCNC(=O)c1nnn(-c2ccccc2)c1N	2.2%	-21%	17%	2.1%	-43%	i	-7%	0.0%	5%
COc1ccccc1CCCNC(=O)C1CCC(=O)N(CCN2CCOCC2)C1 (configuration not stated)	-0.2%	-3%	23%	-1.1%	-31%	.	-2%	0.2%	13%
Cc1cc(=O)n(CC(=O)NC2CC2)c2c1c(C)nn2-c1ccccc1	-3.5%	16%	-60%	2.2%	-3%	.	-12%	0.3%	-8%
COc1ccccc1CNC(=O)C(=O)c1cn(CC(=O)N2CCOCC2)c2ccccc12	-3.0%	4%	-5%	4.6%	-23%	.	1%	0.5%	-8%
CCOC(=O)C1(CC2CC2)CCN(C(=O)c2cc(OC)nc3ccccc23)CC1	.	-34%	-49%[20 µM]	0.3%	-43%	i	-9%	-0.3%	23%
Cc1nc2ccc(NC(=S)NC3CCCCC3)cc2nc1C	-5.6%	-30%	-1%	-0.9%	-60%	i	-1%	-0.9%	9%
CCOc1cc(C(=O)O)ccc1OCCOc1ccccc1	-1.4%	14%	6%	3.7%	37%	.	-3%	0.0%	6%
Cc1nc2ccc(-c3nc4ccc(N)cc4[nH]3)cc2[nH]1	.	1%	2%[20 µM]	-0.1%	-6%	i	-3%	-0.3%	?
Cc1[nH]c2ccccc2c1/C=N/NC(=O)Cc1cccs1	-0.6%	4%	23%	-1.8%	-30%	i	-5%	-0.9%	-6%
COc1ccccc1CCNC(=O)c1c(C)nn(CC(C)C)c1Cl	-4.0%	-8%	18%	1.0%	-39%	.	-6%	-1.1%	-1%
COc1ccc(OC)c(-n2c(=S)[nH]c3c(sc(=S)n3-c3ccccc3)c2=O)c1	-3.5%	5%	14%	0.5%	-11%	i	3%	-0.2%	7%
Cc1ccccc1OCc1nnc2c3cnn(C)c3ncn12	1.3%	-77%	-40%	0.7%	-79%	.	-4%	.	12%
Cc1nc2ccc(Br)cn2c1C(=O)N/N=C\c1ccccc1Cl	1.3%	-5%	-25%[20 µM]	5.8%	-7%	.	-17%	0.2%	2%
COc1cccc(CN2CCCC(C(=O)c3ccc4c(c3)OCO4)C2)c1OC (configuration not stated)	.	16%	-11%[20 µM]	0.7%	2%	i	-2%	-0.6%	-7%
